Screening results: PubChem, several laboratories
VIM-2 inh – blocks Pseudomonas aeruginosa VIM-2 metallo-beta-lactamase; inhibition, % at 5.6 µM; AID 1527; purified VIM-2, nitrocefin hydrolysis, epi-absorbance fluorescence; 290,000 tested, 0.89% active;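 active means inhibition above the mean of all tested compounds plus 3 SD, cutoff set per screening run, cut at about 7.5% in these data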;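 further: red hydrolysis product quenches plate fluorescence so inhibitors raise well fluorescence; 0% = enzyme with DMSO and 100% = DMSO without enzyme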
IMP-1 inhibitor – blocks Pseudomonas aeruginosa IMP-1 metallo-beta-lactamase. purified IMP-1, nitrocefin hydrolysis, epi-absorbance fluorescence. inhibition, % at 5.6 µM. 290,000 tested, 0.45% active;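 active means inhibition above the mean plus 3 SD of all compounds in the same screening run, cut at about 4.5% in these data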;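 further: 0% = IMP-1 with DMSO and 100% = DMSO wells lacking enzyme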
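Material – recombinant IMP-1 enzyme, purified · Amount – IMP-1 0.2 nM before substrate addition · Medium – HEPES buffer pH 7.1 with ZnSO4 and Brij 35 · Timing – 25 °C, 15 min preincubation, 25 min reaction · Measured by – plate fluorescence quenching by hydrolysis product, ex 480/em 530 nm · Read-out – percent enzyme inhibition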
NS3 helicase inh – HCV NS3 helicase inhibition | inhibition, % at 10.9 µM | NS3 helicase DNA unwinding, Cy5 molecular beacon fluorescence | 290,000 tested, 0.56% active | AID 1800;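 active means inhibition above the mean of all tested compounds plus 3 SD, set per campaign, cut at about 35% in these data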;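 further: 0% = DMSO wells and 100% = thioflavine S control wells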
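Assay system – hepatitis C virus NS3 helicase domain fragment enzyme · Buffer or medium – MOPS pH 6.5, MgCl2, DTT, Tween20, BSA · Reagent – Cy5/quencher beacon DNA duplex and ATP to start · Compound – single 10.9 µM dose · Timing – 1 h at 25 °C · Technique – Cy5 beacon fluorescence read at start and 1 h · Measure – % inhibition of unwinding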
pCIP destab – lowers stability of the mouse p/CIP coactivator protein | Q05BA5 | F442A p/CIP-EGFP cells, EGFP fluorescence, 16 h | decrease of EGFP signal, % at 10 µM | 290,000 tested, 0.01% active | AID 1984;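 active means EGFP signal decrease of at least 30% at 10 µM or well 3 SD below plate mean, unless failing retest; inactive means the rest, including hits failing retest or dose response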; further: some compounds called inactive have numbers as strong as hits; many of its hits are not listed in these tables
FID counter – fluorescent intercalator displacement, NS3 helicase counter-screen | DNA fluorescent intercalator displacement, fluorescence | inhibition, % at 7.9 µM | 290,000 tested, 0.17% active; in the data active means inhibition above about 37%;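 further: 0% = vehicle and 100% = reference compound; higher means more ethidium bromide displaced from hairpin DNA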
UBC9 SUMO inh – SUMOylation inhibition. HTRF SUMOylation assay, SAE1/SAE2 + UBC9, in vitro. inhibition, % at 35 µM. 290,000 tested, 0.36% active; in the data active means inhibition above about 50%, passing the limit was not always enough; further: strong numbers were not always called active
Target sequence (P63279 whole entry, looked up): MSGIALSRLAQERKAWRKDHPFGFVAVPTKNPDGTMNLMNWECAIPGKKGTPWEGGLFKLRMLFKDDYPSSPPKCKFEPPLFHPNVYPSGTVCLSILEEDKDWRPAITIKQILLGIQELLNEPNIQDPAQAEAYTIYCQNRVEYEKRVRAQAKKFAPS
PHOSPHO1 block – blocks human PHOSPHO1 phosphatase activity; Q8TCT1; recombinant PHOSPHO1, absorbance phosphatase assay; inhibition, % at 13.3 µM; 290,000 tested, 1.1% active; AID 1565; in the data active means inhibition above about 60%
Target sequence (Q8TCT1 whole entry, looked up): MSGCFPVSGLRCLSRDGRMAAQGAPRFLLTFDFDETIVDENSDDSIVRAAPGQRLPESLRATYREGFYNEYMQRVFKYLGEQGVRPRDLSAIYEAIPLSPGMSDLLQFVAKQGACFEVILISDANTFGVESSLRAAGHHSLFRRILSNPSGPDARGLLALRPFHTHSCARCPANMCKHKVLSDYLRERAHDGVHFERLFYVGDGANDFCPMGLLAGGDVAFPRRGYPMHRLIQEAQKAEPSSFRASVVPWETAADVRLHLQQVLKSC
IDE act – boosts human insulin-degrading enzyme activity in HEK cells; FAbeta-B cleavage, fluorescence polarization; 0% vehicle, 100% cell-free pure enzyme wells; activation, % at 5.96 µM; 340,000 tested, 0.073% active;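 active means activation above the mean of all tested compounds plus 3 SD, set per screening campaign, cut at about 17% in these data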
MEKK3 PB1 HTS – MEKK3-MEK5 PB1 interaction, increase or decrease; bead-based flow cytometry, Alexa488-MEK5 binding to MEKK3; actives lie on both sides; 0 = blocked by unlabeled MEK5, 100 = vehicle; binding response (% of control), % at 10 µM; 290,000 tested, 1.4% active; AID 1529;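 active means binding response more than 3 SD above or below the average of its plate-row segment, actives on both sides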;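 further: Alexa488 bead fluorescence after subtracting the streptavidin-only scavenger bead signal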
An asterisk follows results filed as active; . = not tested or not shown. Only part of the results is shown. The share of hits here may be higher or lower than overall.

The opening 2 entries, to show the layout:
SMILES	VIM-2 inh	IMP-1 inhibitor	NS3 helicase inh	pCIP destab	FID counter	UBC9 SUMO inh	PHOSPHO1 block	IDE act	MEKK3 PB1 HTS
COc1ccc(CN2C(=O)c3ccccc3C(/C=N/OCc3ccc(Cl)cc3)C2=O)cc1 (stereo unspecified)	-0.5	-2.1	12	5	5	-8	-12	0	107
O=C1Nc2ccccc2N(O)N1c1cc(-c2cccc(Cl)c2)no1	-3.9	-1.0	2	-22	-13	-8	16	4	99

The whole of this part, from the first entry:
SMILES	VIM-2 inh	IMP-1 inhibitor	NS3 helicase inh	pCIP destab	FID counter	UBC9 SUMO inh	PHOSPHO1 block	IDE act	MEKK3 PB1 HTS
COc1ccc(CN2C(=O)c3ccccc3C(/C=N/OCc3ccc(Cl)cc3)C2=O)cc1 (stereo unspecified)	-0.5	-2.1	12	5	5	-8	-12	0	107
O=C1Nc2ccccc2N(O)N1c1cc(-c2cccc(Cl)c2)no1	-3.9	-1.0	2	-22	-13	-8	16	4	99
CCOC(=O)N1CCN(C(=O)CN(C)S(=O)(=O)c2ccc3c(c2)C(C)(C)C(=O)N3C)CC1	-1.1	-1.5	2	-8	-20	-6	-7	2	.
Cc1cccc(NC(=O)c2cc([N+](=O)[O-])ccc2Cl)c1O	-1.0	-1.5	1	-1	4	-4	38	2	98
CC(O)c1nc2ccccc2n1C(C)c1ccccc1 (stereo unspecified)	-1.7	-2.5	0	-2	-9	19	25	3	96
Nc1nnc(-c2ccncc2)s1	0.0	-1.4	-7	-6	4	4	25	7	96
COC(=O)C(C)n1nc(C)n(-c2ccc(C)cc2)c1=O (stereo unspecified)	-9.6	-3.0	4	-13	4	20	7	8	100
COc1ccc(/C=C/C(=O)NCC(=O)N=Nc2c(O)[nH]c3ccc([N+](=O)[O-])cc23)cc1	-0.6	-2.4	19	0	4	44	24	-2	100
CCOc1ccc(NC(=O)C(CC(=O)O)Cc2ccccc2)cc1 (stereo unspecified)	-0.9	-2.5	-14	-4	-8	8	26	3	104
c1ccc(-c2cc3c(ccc4nonc43)nn2)cc1	-0.1	-0.8	-10	-5	7	20	8	-3	98
CN(C)/C=N/c1cc(=O)[nH]c(=O)n1C	-2.9	-3.4	1	-25	3	6	-9	1	86
O=C(CCN1C(=O)COc2ccccc21)NCCN1CCN(c2ccccc2F)CC1	-0.4	0.3	-6	-2	6	7	18	0	106
Cc1ccc(C(=O)NC2CC(C)(C)NC(C)(C)C2)cc1C	-3.0	-2.1	2	13	3	6	17	6	106
Cc1ccc2c(c1)C(=O)CC1(CCCC1)O2	.	.	.	1	.	13	26	2	83
Cc1ccc(OCc2nnc(SCC(=O)Nc3nccs3)n2-c2ccccc2)cc1C	0.3	-4.0	6	4	-4	6	21	3	107
O=C(Cn1ncc2c([nH]c3ccccc32)c1=O)Nc1cccnc1	-1.5	-0.4	9	12	-10	14	18	1	102
CSc1nc(N)nc(C(C)C)n1	-1.6	-0.5	-10	-2	-7	13	27	10	100
CCOC(=O)N1CCN(C(=O)CSc2nnc(-c3ccc(Cl)s3)o2)CC1	-2.7	-4.6	-15	-4	-5	27	9	.	123
COc1ccccc1N1CCN(CCN2C(=O)C3CCCCN3C2=O)CC1 (stereo unspecified)	0.2	0.5	0	0	0	6	9	6	98
COc1ccc(C(=O)N/N=c2\oc3ccccc3cc2C(=O)NCc2ccccc2)cc1	-0.8	-2.1	5	5	4	-2	-15	-3	94
CCC(C)NC(=O)C(=O)NCC1CCCN1CC (stereo unspecified)	-1.2	-2.6	18	2	4	4	-1	0	97
CCOC(=O)C1CCCCN1S(=O)(=O)c1cc2c(cc1C)NC(=O)CO2 (stereo unspecified)	-1.3	-3.1	1	-14	-19	-4	33	1	97
CCN(CC)S(=O)(=O)c1ccc(Cl)c(NC(=O)COC(=O)c2ccc(O)cc2)c1	-2.2	-0.3	-11	-8	-20	-11	37	0	102
Cc1[nH]nc2c1/C(=N\O)CC(C)(C)C2	-1.4	0.1	7	-10	1	9	-69	-1	108
N#C/C(=C\c1ccc(O)c(O)c1)C(=O)Nc1cccc2ncccc12	-2.1	-4.4	9	4	0	.	19	-10	94
CCOC(=O)C(=CNc1cccc(N)n1)C(=O)OCC	-1.3	-1.7	0	0	-5	32	14	0	96
Cn1cc([N+](=O)[O-])c(C(=O)NCc2ccccc2)n1	-3.6	-1.0	10	-8	0	12	-4	6	102
Cc1ccccc1-n1c(SCC(=O)N(C)C2CCS(=O)(=O)C2)nnc1-c1ccncc1 (stereo unspecified)	-7.3	-3.6	6	-8	-15	1	22	-1	103
CCN=C1SC(C(=O)Nc2cccc(Br)c2)CC(=O)N1CC (stereo unspecified)	1.3	-1.8	-8	-4	-10	-2	1	-4	96
COc1cccc(C2=NOC(C(=O)Nc3ccc(C(C)=O)cc3)C2)c1 (stereo unspecified)	-1.6	-1.5	-2	-8	-13	6	3	-1	111
Cc1ccc(/C=C(\C#N)C(=O)NCC2CCCO2)o1 (stereo unspecified)	-2.0	-1.4	-2	-2	-2	-5	-9	1	109
COc1ccc(-c2c3c(=O)n(C)c(=O)n(C)c3c3nnc4ccccc4n23)cc1	-1.1	-0.2	7	.	0	.	.	.	.
CC(C)c1ccc(NC(=O)COc2ccc(C3SCCS3)cc2)cc1	-2.2	-0.6	-1	0	-7	6	37	3	101
COc1ccc(CCNC(=O)c2ccc3c(c2)NC(=O)C(N2CCOCC2)S3)cc1OC (stereo unspecified)	0.1	-0.2	2	-14	-31	13	19	4	101
Cc1nn(S(=O)(=O)c2ccc(F)cc2)c(C)c1S(=O)(=O)N1CCOCC1	-3.1	-2.2	-2	-4	3	11	40	1	101
COc1cccc(C(=O)Nc2cc3c(cc2C(C)=O)OCCO3)c1	-3.2	-3.4	-1	-4	-3	10	3	2	98
CCOC(=O)c1cc(-c2ccc(C)c([N+](=O)[O-])c2)nc2c1c(=O)n(C)c(=O)n2C	-1.8	-2.1	9	-12	1	8	8	.	104
CCC(CC)NC(=O)c1cc([N+](=O)[O-])ccc1N1CCOCC1	-3.1	-1.6	-3	-4	-1	19	-11	4	102
CCC(=O)Nc1nc(CC(=O)Nc2ccccc2OC)cs1	-1.9	0.7	0	-53	-3	7	-3	-1	95
CCCCc1ccc(/C=C2/C(=O)ON=C2c2ccccc2)s1	-2.1	-2.3	15	1	-34	-7	6	3	104

Some of these compounds in order of molar mass, rising:
SMILES	VIM-2 inh	IMP-1 inhibitor	NS3 helicase inh	pCIP destab	FID counter	UBC9 SUMO inh	PHOSPHO1 block	IDE act	MEKK3 PB1 HTS
Cc1[nH]nc2c1/C(=N\O)CC(C)(C)C2	-1.4	0.1	7	-10	1	9	-69	-1	108
CCC(CC)NC(=O)c1cc([N+](=O)[O-])ccc1N1CCOCC1	-3.1	-1.6	-3	-4	-1	19	-11	4	102
COc1cccc(C2=NOC(C(=O)Nc3ccc(C(C)=O)cc3)C2)c1 (stereo unspecified)	-1.6	-1.5	-2	-8	-13	6	3	-1	111

Just NS3 helicase inh and VIM-2 inh, for some of the entries so far:
SMILES	NS3 helicase inh	VIM-2 inh
COc1cccc(C2=NOC(C(=O)Nc3ccc(C(C)=O)cc3)C2)c1 (stereo unspecified)	-2	-1.6
CCC(=O)Nc1nc(CC(=O)Nc2ccccc2OC)cs1	0	-1.9
COc1ccc(CCNC(=O)c2ccc3c(c2)NC(=O)C(N2CCOCC2)S3)cc1OC (stereo unspecified)	2	0.1
Cc1[nH]nc2c1/C(=N\O)CC(C)(C)C2	7	-1.4
COc1ccc(-c2c3c(=O)n(C)c(=O)n(C)c3c3nnc4ccccc4n23)cc1	7	-1.1
CCOC(=O)C1CCCCN1S(=O)(=O)c1cc2c(cc1C)NC(=O)CO2 (stereo unspecified)	1	-1.3
CCN(CC)S(=O)(=O)c1ccc(Cl)c(NC(=O)COC(=O)c2ccc(O)cc2)c1	-11	-2.2

Further records follow.
SMILES	VIM-2 inh	IMP-1 inhibitor	NS3 helicase inh	pCIP destab	FID counter	UBC9 SUMO inh	PHOSPHO1 block	IDE act	MEKK3 PB1 HTS
Cc1ccccc1CNS(=O)(=O)c1ccccc1[N+](=O)[O-]	-2.6	-3.1	-2	-1	2	-8	57	.	98
Nc1ccc(-c2n[nH]c(=O)c3ccccc23)cc1N	-1.0	-5.1	5	-4	-18	-2	50	-15	98
O=C(O)COCC(=O)N1CCN(C2c3ccccc3-c3ccccc32)CC1	-0.7	-3.4	-25	-10	4	16	12	0	108
CCNC(=S)NNC(=O)c1cc(C2CC2)nc2ccccc12	-4.9	-1.6	-7	-15	-3	-23	0	-4	.
CC(C(=O)Nc1ccc(Cl)cc1)c1ncc(C(F)(F)F)cc1Cl (stereo unspecified)	1.4	-1.5	3	-3	-3	11	7	7	98
COc1ccnc(NCc2cccnc2)c1C#N	-0.4	-1.2	-5	3	-1	5	18	2	109
NC(=O)c1ccc(NC(=O)CNCc2ccccc2Cl)cc1	-3.4	-5.5	0	-5	-7	10	30	2	97
CCOC(=O)c1cn(-c2ccc([N+](=O)[O-])cc2)c2cc(Cl)c([N+](=O)[O-])cc2c1=O	-4.9	-4.2	2	2	5	0	-1	5	106
CCCCN1C2=C(C(=O)CC(C)(C)C2)C(c2ccccc2)C2=C1c1ccccc1C2=O (stereo unspecified)	-1.4	-2.2	-3	1	-15	7	-1	3	101
CCN1C(=O)/C(=C2\SC(=S)N(CCCOC)C2=O)c2ccccc21	0.4	-4.0	0	-12	3	4	14	5	106
Cc1ccc(NCc2nnc(SCCN3CCCCC3)n2CC2CCCO2)c(C)c1 (stereo unspecified)	-0.3	-1.4	-9	3	8	14	34	8	104
COc1cc(C(=O)Nc2nc3ccccc3s2)ccc1OCc1c(C)noc1C	-2.7	-3.3	-25	-4	-12	-12	-11	6	103
